Screens: PubChem, several laboratories
CRFR2-BP antag: antagonists of CRF-BP/CRF-R2 complex, primary screen, cell-based, HEK293, calcium dye fluorescence, uHTS; CRF-induced calcium fluorescence; inhibition, % at 11.8 µM; 350,000 compounds, 0.59% hits;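 active = inhibition of the ligand-induced calcium signal above about 50% at the single tested concentration, limit read from the data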
CHRM4 PAM: human M4 muscarinic receptor positive allosteric modulators, primary screen, CHO-K1 cells, Fluo-8 calcium fluorescence; Muscarinic acetylcholine receptor M4 (Homo sapiens), P08173; CHO-K1 hM4/Gqi5, ACh EC20; 0% = ACh EC20, 100% = maximal ACh; activation, % at 3 µM; 360,000 compounds, 0.4% hits; AID 624126, 2012;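 active = activation above its plate's cutoff, the mean activation of sample wells plus 3 SD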; note: some results filed as inactive read as strong as hits
M4 ag: human M4 muscarinic receptor agonists, primary screen, CHO-K1 cells, Fluo-8 calcium fluorescence | 360,000 compounds, 0.14% hits | CHO-K1 hM4/Gqi5; vehicle 0%, full acetylcholine response 100% | activation, % at 3 µM | Muscarinic acetylcholine receptor M4 (Homo sapiens), P08173;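 active = activation above the run mean over all test wells plus 3 SD, cut at about 32% in these data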;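 note: peak over basal fluorescence ratio per well then scaled between controls; 0% = DMSO wells and 100% = acetylcholine at EC100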
CHRM5 PAM: human M5 muscarinic receptor positive allosteric modulators, primary screen, CHO-K1 cells, Fluo-8 calcium fluorescence | AID 624038, 2012 | activation, % at 3 µM | 360,000 compounds, 0.3% hits | CHO-K1 hM5, ACh EC20 PAM; 0% = ACh EC20, 100% = ACh EC100;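 active = activation above the run cutoff, the mean activation of all test compounds plus 3 SD, cut at about 18% in these data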
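Assay system: CHO-K1 hM5 cells / Incubation: Fluo-8 loading 80 min at 37 °C plus 30 min room temperature / Technique: Fluo-8 calcium dye fluorescence, kinetic read / Repeats: single replicate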
CHRM5 antagonist: human M5 muscarinic receptor antagonists, primary screen, CHO cells, Fluo-8 calcium fluorescence. 360,000 compounds, 0.59% hits. CHO-hM5 cells, ACh EC80. Muscarinic acetylcholine receptor M5 (Homo sapiens), P08912. AID 624040, 2012. inhibition, % at 3 µM;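 active = inhibition above a per-plate cutoff, the mean of that plate's test compounds plus 3 SD, cut at about 27% in these data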;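 note: 0% = acetylcholine EC80 with DMSO and 100% = DMSO without agonist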
M5 ag: human M5 muscarinic receptor agonists, primary screen, CHO-K1 cells, Fluo-8 calcium fluorescence. Muscarinic acetylcholine receptor M5 (Homo sapiens), P08912. AID 624037, 2012. activation, % at 3 µM. 360,000 compounds, 0.19% hits. CHO-K1 hM5 cells; 0% DMSO wells, 100% maximal acetylcholine response;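 active = activation above the run's mean over test compounds plus 3 SD, cut at about 23% in these data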;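 note: signal is peak over basal fluorescence ratio across the kinetic read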
IDE inh: human IDE inhibitors in live cells, primary screen, fluorescence polarization, HEK cells, FAbetaB substrate; inhibition, % at 5.59 µM; 320,000 compounds, 0.41% hits; FAbetaB cleavage;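 active = percent inhibition above the average of all tested compounds plus 3 SD, set per screening campaign, cut at about 16% in these data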;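 note: IDE supplied by intact live HEK cells; FP after avidin binding of uncleaved biotin substrate so inhibition keeps polarization high; 0% = DMSO wells and 100% = 60 µM reference IDE inhibitor Ii1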
Target sequence (P14735 whole entry, looked up): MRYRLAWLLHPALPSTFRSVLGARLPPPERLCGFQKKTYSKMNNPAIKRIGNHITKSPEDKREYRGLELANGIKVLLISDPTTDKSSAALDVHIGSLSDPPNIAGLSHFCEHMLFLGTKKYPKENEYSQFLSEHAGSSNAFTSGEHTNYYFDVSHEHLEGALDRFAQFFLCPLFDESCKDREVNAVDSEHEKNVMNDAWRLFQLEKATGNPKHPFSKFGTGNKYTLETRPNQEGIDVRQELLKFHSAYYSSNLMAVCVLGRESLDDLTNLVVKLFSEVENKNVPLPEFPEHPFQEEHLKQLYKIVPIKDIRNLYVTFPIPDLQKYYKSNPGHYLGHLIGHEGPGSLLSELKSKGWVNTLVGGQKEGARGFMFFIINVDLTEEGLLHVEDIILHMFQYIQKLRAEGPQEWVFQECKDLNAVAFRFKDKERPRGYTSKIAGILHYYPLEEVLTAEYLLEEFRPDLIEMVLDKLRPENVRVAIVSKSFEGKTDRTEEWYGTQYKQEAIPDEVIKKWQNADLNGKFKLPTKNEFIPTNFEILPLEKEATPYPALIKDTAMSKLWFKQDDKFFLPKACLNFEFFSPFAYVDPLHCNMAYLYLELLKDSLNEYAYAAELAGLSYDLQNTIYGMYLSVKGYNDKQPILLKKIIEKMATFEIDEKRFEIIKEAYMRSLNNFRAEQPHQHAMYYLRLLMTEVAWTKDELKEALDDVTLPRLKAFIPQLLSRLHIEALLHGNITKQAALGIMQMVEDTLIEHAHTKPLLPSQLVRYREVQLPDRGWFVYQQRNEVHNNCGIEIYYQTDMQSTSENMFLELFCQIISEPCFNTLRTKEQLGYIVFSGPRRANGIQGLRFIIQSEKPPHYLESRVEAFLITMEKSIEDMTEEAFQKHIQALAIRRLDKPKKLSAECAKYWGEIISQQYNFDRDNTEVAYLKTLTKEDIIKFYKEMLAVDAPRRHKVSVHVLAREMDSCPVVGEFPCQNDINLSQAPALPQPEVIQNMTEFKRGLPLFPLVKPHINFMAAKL
CRFR2-BP ag: agonists of CRF-BP/CRF-R2 complex, primary screen, cell-based, HEK293, calcium dye fluorescence, uHTS; activation, % at 13.2 µM; 350,000 compounds, 0.46% hits; CRF-binding protein / CRF receptor 2 complex (human); calcium dye fluorescence (FLIPR); percent of saturating CRF peptide response;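 active = activation of at least 50%, plus an integration ratio under a set limit after plate pattern correction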;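 note: plate controls were neutral control wells without compound for no effect and CRF at EC100 for full effect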
M4 antag: human M4 muscarinic receptor antagonists, primary screen, CHO cells, Fluo-8 calcium fluorescence. Muscarinic acetylcholine receptor M4 (Homo sapiens), P08173. inhibition, % at 3 µM. CHO-hM4 cells, ACh EC80. AID 624125, 2012. 360,000 compounds, 0.73% hits;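 active = inhibition above its plate's cutoff, the mean inhibition of sample wells plus 3 SD, cut at about 27% in these data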;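 note: 0% = acetylcholine EC80 with DMSO and 100% = DMSO without agonist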
An asterisk follows results filed as active; . = not tested or not shown.

SMILES	CRFR2-BP antag	CHRM4 PAM	M4 ag	CHRM5 PAM	CHRM5 antagonist	M5 ag	IDE inh	CRFR2-BP ag	M4 antag
COc1ccc(CC(=O)Nc2ccc3nc(C)sc3c2)cc1OC	2	0	1	1	-4	-1	6	-1.9	-6
Cc1nc2ccc(NC(=O)c3cccc(C(F)(F)F)c3)cc2o1	-8	12	0	6	-7	-2	-3	0.5	-2
COc1ccc(CC(=O)Nc2c3c(nn2-c2ccccc2C)CS(=O)C3)cc1 (stereo not given)	1	11	1	-5	8	-1	4	-3.7	-2
Cc1c(NC(=O)CN2CCN(C(=O)c3ccco3)CC2)c(=O)n(-c2ccccc2)n1C	-21	6	2	5	-8	3	3	-0.5	-5
CCOc1cccc(N2CCN(CCNC(=O)Nc3ccc(C)cc3)CC2)c1C	-10	-1	5	1	6	-3	1	-0.4	11
Cc1cc(/C=N\NC(=O)COc2cccc3cccnc23)c(C)n1-c1ccccc1	39	0	3	-6	7	-3	2	-3.0	-9
Cn1nccc1NC(=O)CC(CC(=O)O)c1ccccc1 (stereo not given)	-6	-4	0	-4	5	0	3	-0.8	-2
Fc1ccccc1COc1ccc(-c2nnn(Cc3ccccc3F)n2)cc1	1	-4	0	-2	-1	0	2	4.6	-2
O=C(Nc1ccccc1F)c1ccc(OCc2ccccc2)cc1	27	0	0	-4	3	-4	-2	-0.8	8
O=C(Cn1cc(C(F)(F)F)cc(Cl)c1=O)NCc1ccccc1	-7	-9	2	-4	13	-2	-1	0.4	7
COc1ccc(N2CCN(C(=O)CSc3ncnc4c3cnn4-c3ccccc3C)CC2)cc1	0	8	3	2	-5	-3	5	-0.3	-11
Cc1cccc(NC(=O)CSc2nc3c(c(=O)[nH]2)CCCC3)c1C	1	4	1	-3	2	4	2	-0.9	-3
N#Cc1c(Nc2ccc(F)cc2)sc(C(=O)c2ccccc2)c1N	-7	6	1	8	-11	0	3	1.2	-4
Cc1ccc(C)c(N2CCN(CCCNC(=O)Cn3cccc3C(=O)c3ccccc3)CC2)c1	-39	1	8	5	2	-4	3	1.5	0
CCCc1ccc(NC(=O)C2CCN(c3cnccn3)CC2)cc1	-9	10	3	1	-17	-5	-16	-2.0	-12
Cc1ccc(N2C(=O)SC(Cc3ccccc3)C2=O)cc1 (stereo not given)	-5	-25	-1	-4	6	-12	-3	1.2	-11
Cc1nn(-c2cccc(Cl)c2)c2nc(-c3ccco3)cc(C(=O)O)c12	-10	11	0	6	-2	3	1	2.1	0
CN(C)CCN(Cc1ccccc1)C(=O)[C@H](Cc1ccccc1)N1C(=O)c2ccccc2C1=O	-5	0	2	2	-6	-4	-4	-0.4	-6
Cc1cc(C)n(CCNC(=O)c2cc(COc3ccc4ncccc4c3)on2)n1	7	-22	15	-12	6	8	0	-0.4	-2
CCOC(=O)N1CCN(CC(O)COc2ccc(CC)cc2)CC1 (stereo not given)	16	-3	1	2	-9	-3	2	-1.4	-4
CC(C)c1ccc(N(CC(=O)NC(C)(C)C)C(=O)CCC(=O)Nc2nccs2)cc1	0	-3	1	2	-9	3	1	1.2	6
CC(C)C[C@H]1CNC(=O)C(=O)N1C[C@@H]1CCCN1C[C@H](Cc1ccccc1)N1C[C@H](CC(C)C)N(CCc2ccccc2)C(=O)C1=O	.	0	1	-3	1	3	.	.	7
CN(C)S(=O)(=O)c1ccc(NC(=O)c2ccncc2)cc1	-11	4	0	-2	-9	-1	2	-1.3	2
O=C(CCN1C(=O)C2CCCCC2C1=O)Nc1ccc(Br)cc1F (stereo not given)	-1	1	3	2	-1	-2	3	-0.4	-12
C/C(=N\NC(=O)Cc1ccc(F)cc1)c1ccc(F)cc1	-47	16	1	-3	0	-3	2	5.3	-30
SMILES	CRFR2-BP antag	CHRM4 PAM	M4 ag	CHRM5 PAM	CHRM5 antagonist	M5 ag	IDE inh	CRFR2-BP ag	M4 antag
CCN1CCN(CC(=O)N/N=C/c2ccc(F)cc2F)CC1	9	-3	1	-6	5	0	3	-1.2	-7
CC(C)NC(=O)c1ccc(Cl)cc1Cl	5	-4	0	-4	-9	-4	2	-0.3	-5
CCCCC(CC)CNC(=O)CN1C(=O)NC2(CCc3ccccc32)C1=O (stereo not given)	3	-4	1	-1	0	1	-5	-0.1	-6
COC(=O)c1ccc(CNC(=O)C2CCC(=O)N(CCc3ccccc3)C2)cc1 (stereo not given)	16	3	1	-2	7	-3	.	0.1	-17
Cc1cc2c(ncn2C(C)C)c(NS(=O)(=O)c2ccc(F)cc2)c1C	-7	-3	0	-1	5	-5	-2	-1.5	6
Cc1cc([N+](=O)[O-])ccc1NC(=O)CN1CCN(Cc2ccccc2)CC1	5	2	3	0	5	-6	3	-0.4	-3
O=C1CC(N2CCC(O)(c3ccc(Br)cc3)CC2)C(=O)N1c1ccc(Cl)cc1 (stereo not given)	-24	-12	18	-22	16	4	6	-1.8	-6
CC(C)OC(=O)CC1C(=O)NCCN1C(=S)NC(=O)c1ccccc1Cl (stereo not given)	-13	8	1	-7	7	-3	3	-3.4	-1
Cn1c(=O)[nH]c(=O)c2[nH]c(CN3CCN(Cc4ccccc4)CC3)nc21	-4	4	1	1	5	0	6	-1.7	1
CCc1nnc(NC(=O)c2cc(C)oc2C)s1	-10	4	0	-3	-2	-2	-3	-0.3	-4
CN1CCN(C(=O)c2ccc(CNS(=O)(=O)c3cccc(Cl)c3)cc2)CC1	-20	-1	1	0	6	-4	.	0.1	11
CC(C)(C)n1nc2c(c1NC(=O)C1CC(=O)N(c3ccc(Cl)cc3)C1)CS(=O)(=O)C2 (stereo not given)	-11	-4	4	-4	12	1	3	1.1	-3
Cc1ccccc1C(=O)OC1OC(=O)C(Cl)=C1Nc1ccccc1 (stereo not given)	-14	-12	13	-2	16	-4	-6	-0.3	10
Cc1c(NC(=O)c2cccs2)c(=O)n(-c2ccccc2)n1C	2	2	2	7	5	1	-4	2.6	4
CCOC(=O)c1c(NC(=S)Nc2cccnc2)sc(C)c1C	-10	5	0	7	-10	-1	4	-0.5	-8
CC(C)[C@H](CO)NC(=O)[C@H]1O[C@@H](n2ccc(=O)[nH]c2=O)[C@H](O)[C@@H]1O	.	7	0	3	-5	1	.	.	-5
Cc1ccccc1NC(=O)Cn1c(NCC(C)O)nc2ccccc21 (stereo not given)	3	-6	0	-3	13	-2	4	-0.2	2
Cc1ccc(-c2nn(-c3ccc(F)cc3)cc2C(=O)NC2CCC(O)CC2)cc1 (stereo not given)	-26	10	1	6	-2	2	1	1.8	-1
C=CCOc1ccc(/C(O)=C2/C(=O)C(=O)N(CCCn3ccnc3)C2c2cccs2)cc1 (stereo not given)	2	-7	1	-5	6	-1	5	-2.3	7
COc1ccc(CN2CCN(CC(O)Cn3c4ccccc4c4ccccc43)CC2)cc1 (stereo not given)	-16	-20	19	-16	16	-4	4	-1.9	12
Cc1c(N=C(N)/N=C(\N)Nc2ccc(Br)cc2)c(=O)n(-c2ccccc2)n1C	-5	8	0	4	0	-2	7	-0.6	3
CCc1nnc(NC(=O)c2ccco2)s1	2	-1	1	1	-3	0	.	-1.7	-5
O=C(Nc1ccc(OCC(=O)N2CCOCC2)cc1)c1cccc(Cl)c1	-7	1	3	-7	16	-3	6	0.0	-1
O=C1c2ccccc2C(=O)N1c1cc([N+](=O)[O-])ccn1	6	-3	0	-10	11	0	0	0.0	7
COc1ccc(/C=N/NC(=O)c2nc(-c3ccccc3)n(-c3ccccc3)n2)cc1	-2	15	1	3	-11	-5	9	2.3	-12
SMILES	CRFR2-BP antag	CHRM4 PAM	M4 ag	CHRM5 PAM	CHRM5 antagonist	M5 ag	IDE inh	CRFR2-BP ag	M4 antag
CC(=O)Oc1ccc2c(=O)c(-c3ccccc3)coc2c1	17	-2	2	3	4	0	7	-2.9	-7
Cc1ccc(S(=O)(=O)CC(=O)N2CCN(c3ccc(F)cc3)CC2)cc1	-20	-1	3	-6	5	-3	-1	-5.7	0
C[C@]12c3[nH]c4ccccc4c3CCN1C(=O)C(CC(=O)NCC13CC4CC(CC(C4)C1)C3)C[C@@H]2C(=O)N1CCCCC1 (stereo not given in full)	-9	11	-1	4	-3	0	-3	3.6	-1
COc1ccc(CNC(=O)COc2ccc(F)cc2)cc1	0	-2	1	6	4	-2	7	1.5	4
N#Cc1c(NCCCO)nc(NCc2ccccc2)c2c1CCN(Cc1ccccc1)C2	-20	-6	10	-11	4	-7	-1	11	-5
CCc1ccc2nc3nc(C)cc(C)c3c(N)c2c1	18	6	-1	2	0	-5	3	19	-6
CCOc1ccc(CC(=O)C2C(=O)CC(C)(C)CC2=O)cc1OCC	-17	4	0	1	-4	-4	-1	2.9	-6
CCc1ccc([C@@H]2CC=C(C(=O)O)[C@H](c3ccccc3)N2S(=O)(=O)c2ccc(C)cc2)cc1	23	2	4	-6	-2	-2	2	5.2	-7
Cc1cc(C)cc(NC(=O)NCC2CCN(Cc3cc(C)ccc3C)CC2)c1	-41	-10	3	-3	6	0	10	5.7	9
O=C(c1ccc(Br)o1)N1CCC(Cc2ccccc2)CC1	7	2	3	-8	22	-2	4	-1.4	11
CCOc1ccc(Cl)cc1-c1cc(C(=O)NC2CCCCC2)[nH]n1	.	1	0	-3	2	-2	.	.	-9
COc1ccccc1N1CCN(CC(=O)Nc2ccc(S(=O)(=O)N3CCCCCC3)cc2)CC1	-6	-7	11	-5	12	0	-1	0.7	-3
Cc1ccc(NC(=O)CN2C(=O)S/C(=C\c3ccc(OCC(=O)O)c(Br)c3)C2=O)cc1	32	-9	0	2	6	-2	2	-3.0	8
CCOc1ccccc1NC(=O)CN(C)S(=O)(=O)c1cnc[nH]1	9	11	0	13	5	-1	-2	0.7	-10
O=C1CCC(/C=C/c2ccccc2)=NN1	-7	8	1	1	-8	-3	2	1.4	-8
CN(C)CCCOC(=O)c1ccc(Cl)cc1Cl	2	4	1	-1	-2	-5	-5	-1.1	3
O=C(O)COc1ccc2nsnc2c1Cl	6	1	0	-1	4	-1	-3	2.2	8
COC(=O)c1ccc(/C=N\NC(=O)c2c(C)nc3ccc(Cl)cn23)cc1	7	-4	0	-2	-4	-4	-5	2.5	-12
CC(NC(=O)COC(=O)CNS(=O)(=O)/C=C/c1ccccc1)c1ccccc1 (stereo not given)	-2	5	6	2	-2	2	-5	-0.8	-12

Retrieved one by one from the entries so far (2):
SMILES	CRFR2-BP antag	CHRM4 PAM	M4 ag	CHRM5 PAM	CHRM5 antagonist	M5 ag	IDE inh	CRFR2-BP ag	M4 antag
COc1ccccc1N1CCN(CC(=O)Nc2ccc(S(=O)(=O)N3CCCCCC3)cc2)CC1	-6	-7	11	-5	12	0	-1	0.7	-3
CCOc1ccccc1NC(=O)CN(C)S(=O)(=O)c1cnc[nH]1	9	11	0	13	5	-1	-2	0.7	-10

Look-ups from the results shown.
IDE inh, Cc1ccc(S(=O)(=O)CC(=O)N2CCN(c3ccc(F)cc3)CC2)cc1 = -1
CRFR2-BP ag, COc1ccccc1N1CCN(CC(=O)Nc2ccc(S(=O)(=O)N3CCCCCC3)cc2)CC1 = 0.7
